All columns: NCI-60 one-dose screen, growth in % after 48 h at 10 µM unless noted; 100 = growth as untreated, 0 = no growth, -100 = all killed.
MDA-MB-231: MDA-MB-231 breast cancer | actives 5% (n = 81,000)
MCF7: MCF7 breast cancer. AID 1794796. actives 6.3% (n = 82,000)
SR: SR leukemia cells; actives 8.7% (n = 73,000)
MDA-MB-435: MDA-MB-435 melanoma; actives 7.8% (n = 82,000)
MOLT-4: MOLT-4 leukemia cells | actives 6.9% (n = 80,000) | AID 1794779
BT-549: BT-549 breast cancer; actives 4.4% (n = 78,000)
MDA-MB-468: MDA-MB-468 breast cancer; actives 8.5% (n = 78,000)
K-562: K-562 leukemia | actives 7.4% (n = 78,000) | AID 1794777
* marks the source's active call; other numbers are inactive results; x = no result given; [ ] = remark or other dose. How the source made its calls: active means growth percent below 10; inactive means the rest.

SMILES | MDA-MB-231 | MCF7 | SR | MDA-MB-435 | MOLT-4 | BT-549 | MDA-MB-468 | K-562
COc1ccc(/C=C2\NC(=O)NC2=O)cc1O | 114 | 100 | 102 | 95 | 100 | 94 | x | 106
COc1cc2cc(Oc3ccc(NC(=O)Nc4cccc(C(F)(F)F)c4)cc3)c(C)nc2cc1OCCN(C)C | 98 | 69 | 26 | 97 | 81 | 119 | 80 | 10.0*
COC1=NCN=C2SC=C(N)N=C12 | 101 | 99 | x | 99 | 114 | x | 101 | 119
NCCCN1CCCC1=O | 108 | 104 | 88 | 124 | 97 | 110 | 116 | 114
Cc1ccc(C)c2c1sc1nc(N3CCOCC3)c(C#N)c(=N)n12 | 94 | 104 | 92 | 98 | 92 | 104 | 112 | 74
NC(N)=NC(N)=Nc1ccc(S(=O)(=O)c2ccc(N=C(N)N=C(N)N)cc2)cc1 | 108 | 98 | 95 | 105 | 95 | 111 | 103 | 93
O=C1c2ccccc2C(=O)c2c1c(C(=O)Nc1ccccc1)c1ccccn21 | 92 | 93 | 83 | 105 | 83 | 88 | 86 | 74
CCCCCCCCCCOC(=O)c1nn(C(C)=O)c2cc(F)c(F)cc12 | 100 | 96 | 103 | 103 | 92 | 106 | 94 | 88
CCCCN=C(OC1C=CCCC1)SC (centres undefined) | 99 | 96 | 89 | 107 | 96 | 109 | 98 | 103
NC(CSC1(c2ccc(F)cc2)c2ccccc2-c2ccccc21)C(=O)O (centres undefined) | 106 | 97 | 99 | 98 | 84 | 97 | 94 | 88

Structural class, the entries above containing a carbonyl joined to an NH by a bond outside any ring
SMILES | MDA-MB-231 | MCF7 | SR | MDA-MB-435 | MOLT-4 | BT-549 | MDA-MB-468 | K-562
COc1cc2cc(Oc3ccc(NC(=O)Nc4cccc(C(F)(F)F)c4)cc3)c(C)nc2cc1OCCN(C)C | 98 | 69 | 26 | 97 | 81 | 119 | 80 | 10.0*
O=C1c2ccccc2C(=O)c2c1c(C(=O)Nc1ccccc1)c1ccccn21 | 92 | 93 | 83 | 105 | 83 | 88 | 86 | 74

Carrying on.
SMILES | MDA-MB-231 | MCF7 | SR | MDA-MB-435 | MOLT-4 | BT-549 | MDA-MB-468 | K-562
CC(=O)O[C@H]1C[C@@]2(C)[C@@H](C[C@@H](O)[C@H]3[C@@]4(C)CC[C@H](NCCCNCCCCNCCCN)[C@@H](C)[C@@H]4CC[C@@]32C)/C1=C(\CCC=C(C)C)C(=O)O | 88 | 95 | 89 | 62 | 95 | 94 | 93 | 68
O=c1ssc(=Nc2ccc(Cl)cc2)n1-c1ccc(Cl)cc1 | 73 | 67 | 68 | 75 | 67 | 93 | 53 | 47
Cc1ccc(/C(N)=N/c2sc(-c3ccccc3)nc2-c2ccccc2)cc1 | 82 | 56 | 63 | 80 | 51 | 88 | 76 | 28
COc1ccc2c(Cn3cc(CSc4nc5ccccc5o4)nn3)cc(=O)oc2c1 | 99 | 102 | 86 | 104 | 90 | 105 | 102 | 89
COc1ccc(C(C)n2cc(-c3ccccc3)nn2)cc1OC1CCCC1 (centres undefined) | 86 | 95 | x | 110 | 72 | 93 | 83 | 88
CC[C@@](C)(NC(=O)[C@H](C)NC(=O)CCNC(=O)C(C)(C)NC(=O)[C@H](C)NC(=O)[C@@H]1CCCN1C(=O)[C@@](C)(CC)NC(=O)[C@H](Cc1ccccc1)NC(=O)C1CCCN1C(=O)C(C)(C)NC(=O)C1CCCN1C(=O)C(C)(C)NC(C)=O)C(=O)NCCC(=O)N[C@@H](CC(C)C)C(=O)NC(C)(C)C(=O)NCCC(=O)N[C@@H](CC(C)C)C(=O)NC(C)(C)C(=O)NC(C)(C)C(=O)N[C@@H](CC(C)C)C(=O)NCCC(=O)NCO (some centres undefined) | -89* | -85* | -51* | -89* | -61* | -97* | -92* | -61*
O=C(NCc1ccccc1Br)C1CSC2c3ccccc3C(=O)N12 (centres undefined) | 101 | 90 | x | 107 | 98 | 91 | 94 | 86
Cc1oc(-c2ccc(Cl)cc2)cc1C(=O)Nc1ccccc1 | 99 | 83 | 96 | 95 | 94 | 100 | 101 | 88
Fc1ccccc1CSc1ncnc2nc[nH]c12 | 106 | 97 | 105 | 109 | 92 | 137 | 98 | 100
CN(C)CCN1C(=O)c2ccccc2N(C)c2ccccc21 | 115 | 89 | x | 117 | 115 | 100 | x | 94

Full records, quoted from the list:
O=c1ssc(=Nc2ccc(Cl)cc2)n1-c1ccc(Cl)cc1 is entered as MDA-MB-231 = 73; MCF7 = 67; SR = 68; MDA-MB-435 = 75; MOLT-4 = 67; BT-549 = 93; MDA-MB-468 = 53; K-562 = 47
CC[C@@](C)(NC(=O)[C@H](C)NC(=O)CCNC(=O)C(C)(C)NC(=O)[C@H](C)NC(=O)[C@@H]1CCCN1C(=O)[C@@](C)(CC)NC(=O)[C@H](Cc1ccccc1)NC(=O)C1CCCN1C(=O)C(C)(C)NC(=O)C1CCCN1C(=O)C(C)(C)NC(C)=O)C(=O)NCCC(=O)N[C@@H](CC(C)C)C(=O)NC(C)(C)C(=O)NCCC(=O)N[C@@H](CC(C)C)C(=O)NC(C)(C)C(=O)NC(C)(C)C(=O)N[C@@H](CC(C)C)C(=O)NCCC(=O)NCO (some centres undefined) is entered as MDA-MB-231 = -89*; MCF7 = -85*; SR = -51*; MDA-MB-435 = -89*; MOLT-4 = -61*; BT-549 = -97*; MDA-MB-468 = -92*; K-562 = -61*

(more compounds)
SMILES | MDA-MB-231 | MCF7 | SR | MDA-MB-435 | MOLT-4 | BT-549 | MDA-MB-468 | K-562
CC(=O)N1C(=O)C(=O)c2ccccc21 | 107 | 92 | 98 | 106 | 101 | 104 | 108 | 102
Nc1c(C(=O)Nc2cccc3ccccc23)sc2nc3c(cc12)COCC3 | 53 | 19 | 22 | -1.9* | 35 | 51 | 39 | 17
CC(=O)OCC(OC(C)=O)C(OC(C)=O)C(OC(C)=O)C(OC(C)=O)C(=O)N/C(N)=N/C(N)=Nc1ccccc1 (centres undefined) | 89 | 99 | 90 | 111 | 74 | 90 | 114 | 97
Cc1ccc(-c2nc(SCC(=O)c3ccc(Br)cc3)[nH]c(=O)c2C#N)s1 | 104 | 106 | 101 | 103 | 42 | 93 | 109 | 90
N#CC1(C#N)C(/C=C/c2ccco2)OC23CCCCC2C1(C#N)C(=N)O3 (centres undefined) | 114 | 85 | 83 | 96 | 100 | 104 | 69 | 101
CCOC(=O)CN1CCN(CC(=O)NC(c2ccccc2)c2ccc(Cl)cc2)CC1 (centres undefined) | 108 | 95 | 115 | 105 | 86 | 91 | 95 | 102
COc1cc2ncnc(Oc3ccc(NC(=O)Nc4ccc(Cl)c(C(F)(F)F)c4)c4ccccc34)c2cc1OC | 66 | 89 | 98 | 88 | 84 | 99 | 95 | x
Cn1cc(-c2ccc3c(Nc4cccc(NC(=O)Nc5cccc(F)c5)c4)ncnc3c2)cn1 | 42 | 22 | 0.8* | 58 | 14 | 47 | 3.7* | 4.4*
O=C(Nc1ccc2ncnc(Nc3nnc(-c4ccncc4)s3)c2c1)c1ccccc1 | 102 | 65 | 60 | 96 | 68 | 83 | 105 | 60
CC(=O)N1c2ccccc2Sc2ccccc21 | 107 | 96 | 133 | 92 | 144 | 138 | 94 | 140

Part of the list above, set out differently.
COc1cc2cc(Oc3ccc(NC(=O)Nc4cccc(C(F)(F)F)c4)cc3)c(C)nc2cc1OCCN(C)C
  MDA-MB-231: 98 | MCF7: 69 | SR: 26 | MDA-MB-435: 97 | MOLT-4: 81 | BT-549: 119 | MDA-MB-468: 80 | K-562: 10.0*
CC(=O)O[C@H]1C[C@@]2(C)[C@@H](C[C@@H](O)[C@H]3[C@@]4(C)CC[C@H](NCCCNCCCCNCCCN)[C@@H](C)[C@@H]4CC[C@@]32C)/C1=C(\CCC=C(C)C)C(=O)O
  MDA-MB-231: 88 | MCF7: 95 | SR: 89 | MDA-MB-435: 62 | MOLT-4: 95 | BT-549: 94 | MDA-MB-468: 93 | K-562: 68
NCCCN1CCCC1=O
  MDA-MB-231: 108 | MCF7: 104 | SR: 88 | MDA-MB-435: 124 | MOLT-4: 97 | BT-549: 110 | MDA-MB-468: 116 | K-562: 114

Next section.
SMILES | MDA-MB-231 | MCF7 | SR | MDA-MB-435 | MOLT-4 | BT-549 | MDA-MB-468 | K-562
C=C(C)[C@@H]1CC=C2c3sc(Nc4ccc(F)cc4)nc3C[C@@H](C)[C@]2(C)C1 | 90 | 85 | 98 | 94 | 79 | 90 | 112 | 87
COC(=O)c1ccc(O)c([N+](=O)[O-])c1 | 120 | 101 | 82 | 97 | x | 101 | 90 | 86
O=c1[nH]c(=S)[nH]cc1Oc1ccc(I)cc1 | 107 | 99 | 104 | 105 | 105 | 85 | 105 | 109
C=C(C)[C@@H]1CC[C@]2(C(=O)O)CC[C@]3(C)[C@H](CC[C@@H]4[C@@]5(C)C/C(=C/c6ccc(Br)cc6)C(=O)C(C)(C)[C@@H]5CC[C@]43C)[C@@H]12 | 55 | 20 | 38 | 50 | 21 | 58 | 41 | 23
CC[C@H](CC[C@@H](C)[C@H]1CC[C@H]2[C@@H]3CC[C@@H]4CC(=O)/C(=C\c5cccnc5)C[C@]4(C)[C@H]3CC[C@]12C)C(C)C | 106[100 µM] | 93[100 µM] | 122[100 µM] | 109[100 µM] | 90[100 µM] | 115[100 µM] | 110[100 µM] | 89[100 µM]
Cc1ccc(-c2cn3ccc(N)nc3n2)cc1 | 103 | 88 | 113 | 102 | 88 | 96 | x | 100
COc1ccc(/C=C/C(=O)c2c(C)nc3ccccc3c2/C=C/c2ccccc2)c(OC)c1 | 69 | 63 | x | 89 | 49 | 89 | 87 | 70
CC(=O)CC(=O)NC(C)CCC(C)C (centres undefined) | 106 | 94 | 89 | 96 | 108 | 117 | 108 | 110
COC(=O)/C=C\C=C(\CBr)C(=O)OC | 127 | 92 | 39 | 102 | 88 | 105 | x | 88
NC(=O)c1sc2nc(-c3cnccn3)cc(-c3cccs3)c2c1N | 86 | 97 | 88 | 97 | 110 | 113 | 103 | 95
COc1cc2oc(-c3cccc(C(=O)Nc4ccc(Cl)cc4)c3)cc(=O)c2c(OCCNC(=O)CNC(=O)OC(C)(C)C)c1OC | 30 | 42 | 38 | 67 | 41 | 51 | 67 | 46
CCN(CC)S(=O)(=O)c1ccc(-c2nc(C(Cl)Cl)nc3cc(-c4ccc(F)cc4)nn23)cc1 | 1.3* | 19 | 31 | 26 | 57 | x | -32* | 35
Cc1ccc([N+](=O)[O-])cc1NC(=O)Nc1cccc(F)c1 | 93 | 70 | 63 | 77 | 62 | 93 | 27 | 31
COc1cc2c(c(O)c1OC)-c1c(cc(OC)c(OC)c1OC)C[C@@H](C)[C@@H](C)C2 | 112 | 102 | 97 | 105 | 97 | 112 | 97 | 112
C=C1C(=O)O[C@H]2[C@H]1CC/C(COC(=O)NCc1cc(OC)c(OC)c(OC)c1)=C\CC[C@@]1(C)O[C@@H]21 | 56 | 17 | 4.5* | 63 | 54 | 55 | 35 | 16
C=CCn1c(C)nc2ccc(Nc3nc(Nc4ccc(F)cc4)nc4ccccc34)cc21 | 74 | 26 | 22 | 57 | -5.5* | 59 | 49 | 21
O=C(CSc1nc(-c2ccccc2)c(-c2ccccc2)o1)N1CCCCC1 | 90 | 106 | x | 99 | 72 | 289 | 100 | 33
COc1ccc2c(c1)CC[C@@H]1[C@@H]2CC[C@]2(C)C3C(=CCC4C(=O)N(c5ccccc5)C(=O)C43)C[C@@H]12 (some centres undefined) | 87 | 111 | 99 | 86 | 74 | 110 | x | 77
O=C(c1ccccc1)C(c1c[nH]c2ccccc12)c1c[nH]c2ccccc12 | 58 | 16 | 7.5* | 37 | 17 | 14 | 58 | 10
COc1ccc(NCc2nnc(-c3ccc(OC)cc3)o2)cc1 | 83 | 91 | 91 | 103 | 84 | 87 | 97 | 100
Cc1c(-c2ccccc2)c(-c2ccccc2)c(C)n1Cc1ccc(Cl)cc1 | 55 | 63 | x | 63 | 31 | 67 | 53 | 28
O=c1ccc(-c2ccccc2)nn1Cc1n[nH]c(=S)n1C1CCCCC1 | 113 | 96 | 86 | 112 | 101 | 103 | 109 | 89
Cc1nc2ccc(Cl)cn2c1-c1nnc(SCc2c(F)c(F)c(F)c(F)c2F)o1 | 83 | 69 | x | 97 | 97 | 109 | 83 | 94
CCOC(=O)n1cc(-c2nonc2-c2cn(C)c3ccc(Br)cc23)c2ccccc21 | 83 | 71 | x | 97 | 89 | 101 | 86 | 88
CCO/C=N/NC(=O)c1ccncc1 | 109 | 101 | x | 110 | 107 | 114 | 107 | 108
OCCCc1ccncc1 | 100 | 94 | 93 | 102 | 91 | 89 | 117 | 98
O=C(O)/C=C/c1ccccc1Br | 104 | 104 | 114 | 103 | 99 | 96 | 98 | 106
C#Cc1ccc(NC(=O)c2ccc(/C=C/C(=O)c3nccn3C)cc2)cc1 | -56* | -45* | -19* | -45* | -10* | -79* | -55* | 2.0*
COC1=CC(c2ccc[nH]2)=N/C1=C\c1[nH]c(C)c(C(=O)CCCCC(=O)NCCNC(=O)CC[C@H](NC(=O)c2ccc(NCc3cnc4nc(N)[nH]c(=O)c4n3)cc2)C(=O)O)c1C | 110 | 99 | 114 | 110 | 105 | 104 | 97 | 110

Screens (PubChem BioAssay)
